BaF3 parental – reduces parental Ba/F3 cell viability, JAK2V617F counter-screen | CellTiter-Glo ATP luminescence | inhibition, % at 5.6 µM | 1.1% of 220,000 active;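 active means inhibition above a per-campaign cutoff, the mean inhibition of all tested compounds plus 3 SD, cut at about 27% in these data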;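 further: 0% = DMSO wells and 100% = JAK Inhibitor I control wells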
zfTRPN1 agonist – activates the zebrafish TRPN1 channel. HEK293 zebrafish TRPN1-YFP, Fluo-8 calcium fluorescence; 100% = response to 87 µM carbachol. activation, % at 3 µM. 0.18% of 220,000 active;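 active means activation above its plate's cutoff, the mean activation of test wells on that plate plus 3 SD, cut at about 19% in these data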;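 further: 0% = DMSO alone and 100% = 87 µM carbachol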
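Material: zebrafish TRPN1-YFP in HEK293 cells. Doses: one dose of 3 µM, 0.3% DMSO. Incubation: dye 1 h 37 °C plus 30 min RT. Measured by: intracellular calcium fluorescence with Fluo-8.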
EP2 modulator – modulates human prostaglandin E2 receptor EP2 signaling. EP2-expressing cells, cAMP HTRF FRET, PGE2 co-stimulation. induction, % at 25 µM. 0.83% of 260,000 active;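 active means compounds whose cAMP rise, as percent of the full-agonist control response, exceeds 60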;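 further: rat C6 glioma line stably carrying human EP2 under a CMV promoter; the protocol text gives 20 µM as final concentration; 100% = response of wells given 1 µM PGE2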
Calpain2 inh – blocks pig calpain II enzyme activity. purified calpain II, fluorogenic peptide substrate, 30 min. inhibition, % at 16 µM. 0.37% of 220,000 active;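 active means inhibition above about 50%, limit read from the data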
S1P4 antag – antagonists of human S1P4 receptor; O95977; S1P4-expressing cells, antagonist mode, reporter read-out; inhibition, % at 4.98 µM; 0.26% of 220,000 active; AID 1510; in the data active means inhibition above about 29%;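 further: 0% = wells stimulated with agonist and 100% = vehicle wells without agonist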
Target sequence (O95977 whole entry, looked up): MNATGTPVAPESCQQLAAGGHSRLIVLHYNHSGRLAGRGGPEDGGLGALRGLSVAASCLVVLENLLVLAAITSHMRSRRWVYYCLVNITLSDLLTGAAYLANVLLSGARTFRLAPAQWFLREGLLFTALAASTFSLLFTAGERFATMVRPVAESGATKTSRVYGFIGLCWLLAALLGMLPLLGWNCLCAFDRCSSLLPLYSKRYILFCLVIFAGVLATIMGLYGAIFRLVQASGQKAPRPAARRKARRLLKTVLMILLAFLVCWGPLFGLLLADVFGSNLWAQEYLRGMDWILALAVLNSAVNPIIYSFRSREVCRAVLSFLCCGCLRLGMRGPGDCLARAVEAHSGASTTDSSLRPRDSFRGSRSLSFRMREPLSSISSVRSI
Ba/F3 V617F tox – loss of viability in JAK2V617F-driven Ba/F3 cells; AID 1446; inhibition, % at 5.6 µM; 1.1% of 220,000 active; Ba/F3 EpoR-JAK2V617F viability, ATP luminescence;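 active means inhibition above the campaign mean plus 3 SD over all tested compounds, cut at about 24% in these data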;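 further: cytokine-independent growth of Ba/F3 cells driven by EpoR plus mutant JAK2; 0% = DMSO-treated cells and 100% = JAK inhibitor I control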
PERK inhibitor – blocks human PERK kinase. inhibition, % at 5.6 µM. CHO PERK-DD fusion, SEAP luminescence translation reporter. Q9NZJ5. 0.17% of 220,000 active;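 active means inhibition above the mean inhibition of all tested compounds plus 3 SD, set separately per screening campaign, cut at about 2.9% in these data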;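 further: PERK kinase domain activated by AP20187 dimerizer at 100 nM; 0% = DMSO with dimerizer and 100% = rapamycin at 8.4 µM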
S1P4 ag – agonists of human S1P4 receptor; AID 1509; S1P4-expressing cell line, agonist reporter assay; activation, % at 4.98 µM; 0.35% of 220,000 active; O95977; in the data active means activation above about 11%;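 further: 0% = DMSO vehicle and 100% = reference agonist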
TRPML3 ag – human mucolipin-3 channel agonism. Q8TDD5. HEK293 TRPML3-YFP, Fluo-8 calcium fluorescence; 100% = the carbachol control signal. activation, % at 3 µM. 0.29% of 220,000 active. AID 1448;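 active means activation above its plate's cutoff, the mean activation of the plate's test wells plus 3 SD, cut at about 12% in these data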;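 further: 0% = DMSO only wells and 100% = carbachol wells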
Target sequence (Q8TDD5 whole entry, looked up): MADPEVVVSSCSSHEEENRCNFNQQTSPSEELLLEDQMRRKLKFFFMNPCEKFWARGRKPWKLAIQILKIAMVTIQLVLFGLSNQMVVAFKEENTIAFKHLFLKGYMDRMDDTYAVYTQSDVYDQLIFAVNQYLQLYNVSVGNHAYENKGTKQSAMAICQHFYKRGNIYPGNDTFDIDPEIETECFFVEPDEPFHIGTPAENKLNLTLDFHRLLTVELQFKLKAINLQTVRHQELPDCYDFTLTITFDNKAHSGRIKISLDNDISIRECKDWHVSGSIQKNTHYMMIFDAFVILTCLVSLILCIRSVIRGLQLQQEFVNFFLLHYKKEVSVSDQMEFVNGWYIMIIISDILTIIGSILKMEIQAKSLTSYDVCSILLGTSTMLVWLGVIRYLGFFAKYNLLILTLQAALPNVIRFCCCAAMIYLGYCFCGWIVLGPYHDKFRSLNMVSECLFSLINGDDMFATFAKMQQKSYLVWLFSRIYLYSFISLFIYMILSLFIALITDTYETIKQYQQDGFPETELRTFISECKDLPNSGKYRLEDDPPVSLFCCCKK
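Test system: HEK293 cells stably carrying human TRPML3-YFP; Doses: single dose, 3 µM final nominal compound, 0.3% DMSO final; Schedule: dye loading 1 h 37 °C then 30 min ambient, 125 s read; Technique: Fluo-8 calcium fluorescence; Benchmarks: high control carbachol 87 µM, low control DMSO.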
Starred values were filed as active, the others as inactive; i = inactive; & = joins results of further samples.

Second line of a record: BaF3 parental | zfTRPN1 agonist | EP2 modulator | Calpain2 inh | S1P4 antag | Ba/F3 V617F tox | PERK inhibitor | S1P4 ag | TRPML3 ag
> COc1ccc(Cl)cc1C(=O)N/N=C/c1ccc(N2CCOCC2)cc1
 : 9 | 1.6 | -26 | -27 | -6 | 1 | 1.2 | 1.5 | 1.0
> CC(=O)Nc1c(C(=O)O)[nH]c2ccccc12
 : 2 | 0.4 | 3&-7 | -11 | -6 | -3 | 1.2 | 1.5 | 0.9
> C=CCOC(=O)C1=C[C@@H](c2ccccc2)C[C@@H](OCc2ccc(CO)cc2)O1
 : 2 | -3.1 | 7 | 14 | -7 | 0 | 1.7 | 0.2 | -1.6
> CCC(Sc1nc(C)cc(C)n1)C(=O)Nc1ccc(Cl)cn1 (configuration not stated)
 : -1 | -1.8 | 27 | -8 | -3 | -2 | -0.5 | -0.1 | -0.5
> CC(C)=CCN1CCN(Cc2ccc(Oc3ncccn3)cc2)CC1CCO (configuration not stated)
 : 8 | 2.2 | -24 | -12 | -7 | 0 | -0.3 | -0.1 | 0.8
> O=C(C1CCN(Cc2ccc(F)cc2)CC1)N(CCO)Cc1ccccc1
 : 11 | 1.1 | -10 | -7 | -26 | 1 | 0.0 | 1.0 | -0.1
> O=C1C2C3C=CC(C4CC34)C2C(=O)N1/N=C/c1ccc(-c2ccc(F)cc2[N+](=O)[O-])o1 (configuration not stated)
 : 2 | 2.5 | -32 | 0 | 4 | -2 | 0.2 | 0.5 | 0.8
> O=C(NNS(=O)(=O)c1ccc(Cl)cc1)c1ccc(S(=O)(=O)N2CCCCC2)cc1
 : 2 | -2.1 | -6 | -9 | -25 | 0 | -0.2 | 0.1 | -0.1
> C(=N\Nc1ccc2nncn2n1)/c1ccco1
 : 2 | 1.6 | -25 | 3 | 9 | 1 | 0.2 | -0.1 | 0.7
> Cn1c(=O)c2cc(S(=O)(=O)NC(C(=O)NCc3cccnc3)c3ccccc3)ccc2n(C)c1=O (configuration not stated)
 : 8 | 0.6 | 14 | 19 | 6 | 2 | 1.8 | -0.8 | -0.2
> CCNC(=O)c1c(O)c2c([nH]c1=O)CCCC2
 : -6 | 1.8 | -6 | -4 | -11 | -2 | 0.7 | -0.5 | 0.9
> Cc1ccc(Cl)cc1NC(=O)CC1NCCNC1=O (configuration not stated)
 : 2 | 0.9 | 22 | -12 | -6 | -2 | -0.2 | 2.0 | 1.6
> COc1cc(C(=S)N2CCC(C)CC2)ccc1O
 : 3 | 0.1 | 15 | -13 | 5 | 1 | 0.1 | -1.9 | 0.1
> COc1ccc(-c2c(C)nn3c(N4CCN(Cc5ccccc5)CC4)cc(C)nc23)cc1OC
 : 7 | 0.1 | -1 | -25 | -5 | -1 | 0.1 | -1.4 | -0.4
> CC(=O)N(CCCCN1C(=O)c2ccccc2C1=O)c1ccc(C)cc1
 : 3 | 0.4 | -6 | -10 | -11 | -1 | -0.4 | 3.0 | 0.5

Grouped by structure, those above containing sulfur
Second line of a record: BaF3 parental | zfTRPN1 agonist | EP2 modulator | Calpain2 inh | S1P4 antag | Ba/F3 V617F tox | PERK inhibitor | S1P4 ag | TRPML3 ag
> CCC(Sc1nc(C)cc(C)n1)C(=O)Nc1ccc(Cl)cn1 (configuration not stated)
 : -1 | -1.8 | 27 | -8 | -3 | -2 | -0.5 | -0.1 | -0.5
> O=C(NNS(=O)(=O)c1ccc(Cl)cc1)c1ccc(S(=O)(=O)N2CCCCC2)cc1
 : 2 | -2.1 | -6 | -9 | -25 | 0 | -0.2 | 0.1 | -0.1
> Cn1c(=O)c2cc(S(=O)(=O)NC(C(=O)NCc3cccnc3)c3ccccc3)ccc2n(C)c1=O (configuration not stated)
 : 8 | 0.6 | 14 | 19 | 6 | 2 | 1.8 | -0.8 | -0.2
> COc1cc(C(=S)N2CCC(C)CC2)ccc1O
 : 3 | 0.1 | 15 | -13 | 5 | 1 | 0.1 | -1.9 | 0.1

The results go on:
Second line of a record: BaF3 parental | zfTRPN1 agonist | EP2 modulator | Calpain2 inh | S1P4 antag | Ba/F3 V617F tox | PERK inhibitor | S1P4 ag | TRPML3 ag
> O=C(Oc1ccc(-c2ccccc2)cc1)C1C2CCCCC21 (configuration not stated)
 : 8 | 0.4 | 40 | 11 | -12 | 2 | 0.4 | -0.1 | 1.4
> COc1cc2c(C(=O)NCCCN3CC(C)CC(C)C3)cn(CC(C)C)c(=O)c2cc1OC (configuration not stated)
 : -1 | 0.7 | 3 | -22 | 6 | -5 | -0.8 | 0.5 | -0.3
> COC(=O)c1c(NC(=O)c2ccoc2C)sc2c1CCC2
 : 1 | -0.1 | 40 | -79 | -6 | -3 | 1.2 | 0.8 | 0.5
> Cc1nn(-c2ccccc2)c2sc(-c3n[nH]c(=S)o3)cc12
 : 3 | -0.8 | 4 | i | 4 | -3 | 0.8 | -0.1 | 0.0
> COc1ccc(OC)c(S(=O)(=O)N2CCC(C(=O)NC(C)c3ccccc3)CC2)c1 (configuration not stated)
 : 2 | 0.9 | -12&-45 | -9 | 5 | -3 | -0.3 | 1.6 | 0.2
> COC1(c2ccccc2)NC(=S)NN=C1c1ccccc1 (configuration not stated)
 : 3 | -1.0 | 9 | 4 | -6 | 0 | 0.2 | 0.0 | 0.1
> C=CCn1c(SCC2=C(C(=O)OCC)C(C)NC(=O)N2)nnc1C1CCCCC1 (configuration not stated)
 : 0 | 0.4 | -9 | 2 | -5 | -3 | 0.2 | 1.2 | 0.4
> Cc1n[nH]c(C)c1CCN(C)Cc1cn(C)nc1-c1ccccc1F
 : 2 | -1.3 | 14 | -2 | -8 | -1 | 0.1 | 0.8 | 0.0
> Cc1ccc(C(=O)c2ccc([N+](=O)[O-])cc2)cc1C
 : 5 | -0.9 | 47 | -8 | 0 | 4 | 0.6 | 0.9 | -0.4
> COC(=O)c1ccc(NC(=O)c2ccccc2N(C)S(C)(=O)=O)cc1
 : 0 | -0.3 | -3 | -2 | -16 | -4 | 0.9 | 1.4 | 1.3
> Cc1ccc(N/N=C/c2ccc(N3CCOCC3)cc2)cc1C
 : 9 | 1.1 | -14 | 13 | -7 | -3 | 1.3 | -0.8 | 0.8
> CCN(CC)S(=O)(=O)c1ccc2c(c1)nc(SCn1nnc3ccccc3c1=O)n2CC
 : 4 | -0.9 | 27 | -38 | 6 | 0 | -1.0 | 0.1 | 0.2
> CC(C)CNC(=O)COC(=O)c1cccc(S(=O)(=O)NCC(F)(F)F)c1
 : 1 | 1.8 | -1 | 11 | -7 | 2 | 0.8 | -0.9 | 0.5
> O=C(N=C1SCC(=O)N1c1ccccc1)c1ccco1
 : 1 | -0.1 | 15 | 15 | -20 | -4 | 0.1 | 1.0 | 0.2
> CCCn1c(SCC(=O)c2cc(C)c(C)cc2C)n[nH]c1=O
 : 5 | 0.8 | -21 | -12 | 8 | 0 | -0.4 | -1.2 | 0.3
> CC(=O)NN1C(=O)c2ccc(Oc3ccc([N+](=O)[O-])cc3)cc2C1=O
 : 1 | 1.2 | 0 | 2 | -1 | -1 | 1.2 | 0.0 | 1.2
> Cc1cccc(OCC(O)Cn2c(=N)n(CCN3CCOCC3)c3ccccc32)c1 (configuration not stated)
 : 7 | -0.1 | -11 | -5 | -20 | 6 | -0.2 | 1.3 | 0.5
> CCn1c(SCC(=O)Nc2cc(C)ccc2C)nnc1-c1cnccn1
 : 9 | 0.5 | 36 | -21 | 1 | 2 | -0.2 | -0.1 | 0.0
> COc1ccc(-n2c(SCC(=O)NC3CCCCC3)nc3ccsc3c2=O)cc1
 : 4 | 0.1 | -4 | -4 | -5 | -1 | 0.6 | -1.2 | -0.1
> CCCCn1c2ccccc2c2cc(CC(N)=O)ccc21
 : 0 | -1.2 | 32 | -22 | -1 | -3 | 0.0 | -0.9 | 0.0
> COc1ccc(/C=C/CN2CCCC(CCC(=O)NCc3ccc(F)c(F)c3)C2)cc1 (configuration not stated)
 : 13 | 1.6 | -17 | 8 | -4 | 3 | -0.9 | -0.3 | 0.4
> CCc1nnc(NC(=O)c2cccnc2)s1
 : 6 | -0.2 | 0 | 22 | -4 | -1 | -0.1 | -0.4 | 1.3
> CCc1ccc(OCC(=O)N(CC)CC)cc1
 : 6 | -0.3 | 14 | -11 | 5 | 3 | 1.2 | 2.0 | -0.2
> O=C(O)CCC(=O)N1CCC(n2nnc3cc(C(F)(F)F)ccc32)CC1
 : 2 | 1.4 | 21 | 7 | 0 | -2 | 1.2 | 0.4 | 1.1
> Cn1c(CNC2CCCCC2)c(C#N)c2ccccc21
 : 11 | 1.1 | 3 | -5 | 6 | 5 | -0.6 | 0.3 | 0.0
> Cc1nn(C)cc1CNC(=O)c1ccccc1Br
 : 1 | 0.6 | 24 | 6 | -5 | -2 | 2.0 | -1.5 | 0.4
> O=Cc1ccc(OCc2cn3ccccc3n2)cc1
 : 2 | 0.1 | 11 | -50 | 4 | 0 | 0.6 | 1.2 | 0.6
> COc1ccc(NC(=O)CCCN2C(=O)CCC2=O)cc1Cl
 : 3 | -0.4 | 4 | -18 | -15 | 0 | 0.9 | 0.6 | 1.5
> COC(=O)c1c(NS(=O)(=O)c2ccc(C)cc2)sc2c1CCC(C)C2 (configuration not stated)
 : 2 | -0.7 | -14 | -40 | -24 | 0 | 1.3 | 3.2 | 1.1
> CC(=O)N1CCCc2cc(S(=O)(=O)N(C)Cc3ccccc3)ccc21
 : 9 | 2.0 | -15 | -9 | 1 | 4 | -0.6 | 0.4 | 0.0
> Cc1cc(C(=O)NCCc2ccc(Cl)cc2)no1
 : 10 | 0.4 | -25 | 2 | 4 | 1 | 0.4 | 2.5 | -0.1
> Cc1ccccc1NN1C(=O)C=CC1=O
 : 0 | 1.2 | 5 | 10 | -9 | -3 | 0.9 | 0.1 | 0.4

Entries of single compounds, looked up by structure. Order of screens: BaF3 parental	zfTRPN1 agonist	EP2 modulator	Calpain2 inh	S1P4 antag	Ba/F3 V617F tox	PERK inhibitor	S1P4 ag	TRPML3 ag
Listed for `Cc1nn(C)cc1CNC(=O)c1ccccc1Br` → 1	0.6	24	6	-5	-2	2.0	-1.5	0.4
Listed for `Cc1cc(C(=O)NCCc2ccc(Cl)cc2)no1` → 10	0.4	-25	2	4	1	0.4	2.5	-0.1
Listed for `CCn1c(SCC(=O)Nc2cc(C)ccc2C)nnc1-c1cnccn1` → 9	0.5	36	-21	1	2	-0.2	-0.1	0.0
Listed for `O=C(O)CCC(=O)N1CCC(n2nnc3cc(C(F)(F)F)ccc32)CC1` → 2	1.4	21	7	0	-2	1.2	0.4	1.1
Listed for `CCCCn1c2ccccc2c2cc(CC(N)=O)ccc21` → 0	-1.2	32	-22	-1	-3	0.0	-0.9	0.0

Bioassay records (PubChem)
